Compound activity (PubChem)
ABCB6 inh 2: blocks the human ABCB6 transporter | K562-ABCB6 porphyrin accumulation, flow cytometry, 1 h; hits give low values | fluorescence ratio to DMSO, % at 10 µM | hit rate 0.19% among 360,000 | AID 602162;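 active = fluorescence ratio to DMSO below 75%, the collection mean minus 3 SD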;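 also: signal is porphyrin accumulated inside mitochondria; 100% equals median channel fluorescence of DMSO control wells; lower ratio means ABCB6 inhibition with less porphyrin fluorescence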
Target sequence (Q9NP58 whole entry, looked up): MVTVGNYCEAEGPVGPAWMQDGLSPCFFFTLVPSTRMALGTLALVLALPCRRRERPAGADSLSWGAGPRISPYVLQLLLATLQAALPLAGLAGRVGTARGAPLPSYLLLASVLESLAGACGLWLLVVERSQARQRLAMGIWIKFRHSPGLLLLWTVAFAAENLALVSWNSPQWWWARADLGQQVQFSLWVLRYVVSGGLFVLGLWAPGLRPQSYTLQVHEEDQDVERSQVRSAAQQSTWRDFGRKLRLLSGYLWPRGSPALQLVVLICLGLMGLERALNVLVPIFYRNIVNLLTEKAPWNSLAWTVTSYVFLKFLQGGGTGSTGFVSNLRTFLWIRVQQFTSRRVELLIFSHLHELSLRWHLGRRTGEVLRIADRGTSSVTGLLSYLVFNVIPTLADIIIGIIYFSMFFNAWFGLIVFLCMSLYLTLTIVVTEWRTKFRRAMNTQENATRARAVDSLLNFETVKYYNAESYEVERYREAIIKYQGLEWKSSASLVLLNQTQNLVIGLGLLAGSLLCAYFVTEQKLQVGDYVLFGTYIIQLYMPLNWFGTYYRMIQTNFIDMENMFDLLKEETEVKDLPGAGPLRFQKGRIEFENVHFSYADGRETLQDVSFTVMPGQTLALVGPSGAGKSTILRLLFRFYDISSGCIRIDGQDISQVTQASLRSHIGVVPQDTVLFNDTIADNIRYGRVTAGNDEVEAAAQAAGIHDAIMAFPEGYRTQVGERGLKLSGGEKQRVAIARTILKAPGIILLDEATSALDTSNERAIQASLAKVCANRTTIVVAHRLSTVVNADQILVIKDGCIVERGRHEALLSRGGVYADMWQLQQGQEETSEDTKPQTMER
PDI turbidity: inhibitors of human protein disulfide isomerase; P07237; PDI insulin aggregation turbidity, A650, 90 min; inhibition, % at 10 µM; hit rate 0.052% among 350,000; AID 588391;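 active = mean inhibition across replicates of 30% or more, whatever share of single replicates reach that level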;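 also: absorbance from insulin aggregation driven by PDI reduction with DTT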
H9c2 protect: modulators protecting cardiomyocytes from myocardial damage; protection from H2O2 cell death, % at 20 µM; hit rate 0.63% among 360,000; AID 588492; H9c2 cardiomyocytes, H2O2 injury protection, ATPLite, 2 h;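 active = compounds giving at least 50% protection of heart cells from peroxide-induced death in the single-dose screen, raw or plate-pattern-corrected value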;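 also: 0% = DMSO wells with peroxide and 100% = DMSO wells without peroxide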
MC4R antag cAMP: antagonists of human melanocortin 4 receptor (MC4R). P32245. MC4R-expressing cells, MTII-stimulated cAMP, LANCE TR-FRET. inhibition, % at 6.5 µM. AID 540295. hit rate 0.48% among 360,000;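 active = inhibition above its plate's cutoff, the mean of tested wells on that plate plus 3 SD, cut at about 29% in these data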;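 also: 0% = Melanotan II alone and 100% = Melanotan II plus saturating MCL0020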
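system = U2OS cells with stable human MC4R expression | also added = Melanotan II challenge after compound preincubation | dosing = one concentration, 6.5 µM nominal | incubation = compound 30 min, challenge 1 h, detection 1 h | measured by = TR-FRET with Eu-cAMP and labeled anti-cAMP, 671 nm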
CaV13 ICDI inh: Primary screen for inhibitors of IQ motif and Ca2+-dependent inactivation inhibitor domain binding in CACNA1D, Förster resonance energy transfer in living cells, …; HEK cells, CFP/YFP FRET ICDI-IQ, plate reader, 10 min; percent FRET-ratio fall versus neutral wells; inhibition, % at 12.3 µM; hit rate 0.098% among 340,000; AID 743397;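 active = mean replicate inhibition of at least 30% and at least 1% of replicates passing that level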;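 also: 0% = median of the neutral control wells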
Glyco luc inh: N-linked glycosylation inhibition | reporter increase, % at 12.5 µM | D54 ERlucT glycosylation luciferase reporter, 24 h; percent of 100 nM tunicamycin response | hit rate 0.23% among 360,000 | AID 588692;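 active = mean luciferase reporter signal, scaled so untreated is 0 and the glycosylation-blocking control 100, at or above a set limit in every replicate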;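 also: luciferase carries N-glycosylation sites so blocking glycosylation raises the light; 0% = median of neutral control wells and 100% = median of 100 nM tunicamycin wells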
HTR2A ag: activates the mouse 5-HT2A serotonin receptor; P35363; CHO-K1 mHTR2A beta-arrestin complementation, luminescence; percent of 30 µM serotonin response; activation, % at 7.6 µM; hit rate 0.66% among 360,000; AID 624169;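 active = activation above a run cutoff, the mean activation of all tested compounds plus 3 SD, cut at about 14% in these data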;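 also: 0% = plate median of compound wells and 100% = 30 µM serotonin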
MC4R barr agon: activates human MC4R beta-arrestin recruitment; U2OS MC4R beta-arrestin complementation, luminescence; percent of melanotan II response, DMSO zero; activation, % at 8.9 µM; P32245; hit rate 0.98% among 360,000;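 active = activation above a per-plate cutoff, the mean activation of sample wells on that plate plus 3 SD, cut at about 8% in these data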
ABHD5 PLIN5 PPI: inhibitors of human ABHD5-perilipin-5 interaction; Q00G26+Q8WTS1; Split G. princeps luciferase complementation, luminescence, 4 h; inhibition, % at 4 µM; hit rate 0.78% among 360,000;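 active = inhibition above the mean inhibition across every tested compound plus 3 SD, cut at about 22% in these data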;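 also: 0% = DMSO only wells and the 100% control is not disclosed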
Granule exo inh: lytic granule exocytosis inhibition. TALL-104 LAMP-1 surface exposure, flow cytometry; cells stimulated with thapsigargin and PMA. inhibition, % at 10 µM. hit rate 0.66% among 360,000. AID 651702;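 active = inhibition above about 55%, limit read from the data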
An asterisk follows results filed as active; / = not tested or not shown; & = joins results of further samples. This is a random part of the collection (roughly 4.2% active in at least one column).

Compound	ABCB6 inh 2	PDI turbidity	H9c2 protect	MC4R antag cAMP	CaV13 ICDI inh	Glyco luc inh	HTR2A ag	MC4R barr agon	ABHD5 PLIN5 PPI	Granule exo inh
O=C(CSc1nc2scc(-c3ccccc3)c2c(=O)[nH]1)Nc1ccccc1	96	-4	-9	11	/	0	-4	-1.8	1	4
CCOC(=O)[C@]12CCCC=C1N(Cc1cccc3ccccc13)C(=O)[C@H](CC(=O)NCC1CCCCC1)C2	94	/	/	/	-2	/	1	/	-9	4
CCn1c2ccccc2c2cc(NC(=O)CN3CCCC3)ccc21	93	6	1	-6	-3	-6	-5	1.9	-3	11
O=C1/C(=C\c2ccc(Cl)c(Cl)c2)CN(C(=O)CCN2CCOCC2)C/C1=C/c1ccc(Cl)c(Cl)c1	97	4	-20	37*	-10	-21	-7	-4.5	99*	65*
Cc1cc(C)c(C)c(S(=O)(=O)N2CCCCC2C(=O)O)c1C (stereo unspecified)	106	5	4	7	-5	1	-3	-2.2	5	0
Cc1ccccc1CC(=O)N1CCCc2ccccc21	95	6	6	22	-12	-2	-4	-0.6	-1	-4
CC1(c2ccccc2)NC(=O)N(CC(=O)NCc2cccc(Cl)c2)C1=O (stereo unspecified)	95	-2	5	-2	-3	0	3	-0.8	0	3
CCC(=O)NC(Nc1sc2c(c1C(=O)OC)CCCC2)(C(F)(F)F)C(F)(F)F	95	-1	2	9	-4	1	-2	15*	-10	8
Cc1nn(-c2ccccc2)nc1C(=O)OCC(=O)N1CCCCC1C (stereo unspecified)	94	1	-2	2	-6	-3	10	-1.0	-6	-1
O=C(Cn1nc(-c2ccc(Cl)cc2)c2ccccc2c1=O)NCC1CCCO1 (stereo unspecified)	97	-2	0	-3	-6	0	-3	-0.9	-3	2
O=C(NCc1ccco1)C1CC(c2ccc(C(F)(F)F)cc2)=NO1 (stereo unspecified)	96	5	-12	-14	-5	23	-4	-1.6	6	17
O=C(Nc1nccc(-c2cccs2)n1)c1cccs1	94	4	-3	12	/	1	1	-1.0	2	-2
CN1CCN(c2nc(NCCOC34CC5CC(CC(C5)C3)C4)nc(OCC(F)(F)F)n2)CC1	99	11	0	1	/	-1	1	2.5	8	2
Cc1nn(-c2ccccc2)c(N2CCCC2)c1/C=N/NC(=O)c1cccc(S(=O)(=O)Nc2ccc(Cl)cc2)c1	95	3	-8	16	-5	-7	-3	-0.1	3	0
CCOC(=O)C1CCCN(c2c(NCCCN(C)c3ccccc3)c(=O)c2=O)C1 (stereo unspecified)	105	-1	6	12	-8	0	1	-1.0	-7	1
CCOC(=O)C(=CNc1ccc(O)c(C(=O)OC)c1)C(=O)OCC	98	2	16	2	-9	1	5	-2.4	7	12
COc1cc(OC)cc(C(=O)NNC(=S)Nc2ccccc2OC)c1	93	-5	5	-3	-16	4	1	1.8	13	1
COc1ccc(-c2cc(NC=O)c3ncc(-c4ccccc4)n3c2)cc1OC	92	-3	74*	-4	-9	1	3	22*	8	82*
COc1ccc(-c2nc3n(c(=O)c2C#N)CCCS3)cc1	103	-3	7	11	/	-3	0	2.1	-1	2
COc1ccc(CN2CC(C(=O)NC3CCCCC3)CC2=O)cc1 (stereo unspecified)	94	8	2	3	-5	1	11	0.7	5	0
O=C1CC(c2ccc(F)cc2)CC2=C1C(c1ccc([N+](=O)[O-])o1)Nc1ccccc1N2 (stereo unspecified)	99	1	3	12	-5	2	-4	0.8	2	20
CC(C)(C)CN1C(=O)C(=O)NC[C@@H]1Cc1ccc(O)cc1	101	21	0	10	-10	3	2	-0.4	-3	-6
Cc1ccc(CNCC(O)(c2ccccc2)c2ccccc2)cc1	100	-4	-12	6	-20	0	20*	2.4	-10	16
O=C(CSc1nnc(NC(=O)c2c(F)cccc2Cl)s1)Nc1ccccc1F	100	-1	-1	18	-2	1	-7	-0.3	-1	0
CCC(c1nnnn1Cc1ccco1)N(Cc1cc2cc(C)cc(C)c2[nH]c1=O)CC1CCCO1 (stereo unspecified)	117	-5	62*	-3	-1	1	5	-2.7	28*	1

Additional entries follow.
Compound	ABCB6 inh 2	PDI turbidity	H9c2 protect	MC4R antag cAMP	CaV13 ICDI inh	Glyco luc inh	HTR2A ag	MC4R barr agon	ABHD5 PLIN5 PPI	Granule exo inh
CCOc1ccc(C(=O)Cc2cc3cccc(OC)c3oc2=O)cc1	101	3	10	14	-20	0	0	-0.5	0	-1
OC[C@@H]1CN(Cc2ccc(F)cc2)C[C@H](n2cnc3c(NCc4ccncc4)ncnc32)O1	100	-7	13	1	-2	0	-4	0.7	6	-7
CN(C)Cc1nnnn1-c1ccccc1	88	-3	-6	-4	-4	-1	6	2.5	6	7
O=C1CN(C(=O)N[C@@H](Cc2ccccc2)C(=O)N[C@@H](Cc2ccccc2)C(=O)O)c2ccccc2N1	103	/	0	7	/	2	2	0.2	1	3
CC(CCC(=O)O)C1CCC2C3C(O)CC4CC(O)CCC4(C)C3CC(O)C12C (stereo unspecified)	97&97	1&6	0&7	9&8	-4&-5	1&0	2&8	0.1&-1.2	4&4	-5&-1
CCCCOc1ccc(CSC(=N)N)cc1[N+](=O)[O-]	103	2	-18	2	-6	11	-3	1.4	10	0
Cc1ccc(C(=O)N(C)c2nnc(-c3ccncc3)s2)cc1	98	1	1	-5	5	-2	1	-1.2	-2	22
CC(=O)Nc1ccc(S(=O)(=O)NCCC(=O)OCC(=O)c2ccc(Br)cc2)cc1	100	-4	-5	10	-6	3	-5	-3.6	-3	-2
COc1ccc(/C=C/C(=O)N(Cc2ccccc2)c2ccccn2)cc1OC	94	-6	14	1	-7	-1	0	-1.1	2	-2
CC1CN(CC(=O)N2CCc3[nH]c4ccccc4c3C2)CC(C)O1 (stereo unspecified)	96	3	2	0	/	0	-3	-0.6	-26	-2
O=C(/C=C/c1ccccc1[N+](=O)[O-])NCCCN1CCCC1=O	90	2	0	9	-2	3	-5	-2.8	7	-3
COc1cc(CC(=O)Nc2ccc(S(=O)(=O)Nc3ncccn3)cc2)cc(OC)c1OC	98	1	-5	3	-4	1	4	-2.1	-5	-2
CCCS(=O)(=O)N1CCN(Cc2c[nH]c3ccccc23)CC1	102	2	11	-3	-11	-1	1	-3.9	-4	0
CCN(CC(=O)Nc1c(F)cccc1F)C(=O)CCc1nc2cc(S(=O)(=O)N(C)C)ccc2n1CC	96	5	0	11	-3	0	-1	-4.0	0	0
COc1cc(CNc2ccc3[nH]c(=O)[nH]c3c2)ccc1OCc1ccccc1	94	7	-2	-2	-23	-3	-2	1.2	-11	-12
O=C1NCC(Nc2ccccc2Cl)C(=O)N1 (stereo unspecified)	103	6	-3	-3	-10	1	4	-1.2	-3	2
COc1cccc(C2CC(c3ccc(F)cc3)Nc3nc(N)nn32)c1 (stereo unspecified)	101	/	2	3	-2	1	3	0.0	2	11
O=C(Nc1ccccc1)c1ccc(-c2ccc([N+](=O)[O-])cc2)o1	97	-11	-4	2	-8	-1	11	1.3	4	42
Cc1c(C(=O)O)sc(=S)n1-c1ccccc1	89	-7	-2	2	-5	0	2	0.6	12	1
O=C1[C@@H]2[C@H](C(=O)N1Cc1ccco1)[C@H]1C=C[C@@H]2C1	94	3	-3	12	-6	3	-1	-0.4	2	7
Cc1ccc(C2=Nc3ccccc3N(C(=O)c3ccccc3)C(C)C2)cc1 (stereo unspecified)	99	-4	1	5	-5	0	0	-0.7	3	-8
Cc1ccccc1NC(=O)Cn1c(CCC(=O)O)ccc1-c1cccs1	103	-6	-1	-8	-5	0	-3	-0.3	10	-4
O=c1c2ccccc2nc(SCc2nnc(-c3ccccc3Br)o2)n1-c1ccccc1	100	7	2	-17	-7	2	-3	-1.1	6	-2
CSCC(=O)N1CCC(n2nccc2NC(=O)CCc2ccccc2)CC1	96	-1	0	5	-3	1	8	-2.9	12	-10
Cc1ccc(S(=O)(=O)N2C[C@H]3[C@H]4C(=O)N(C)C(=O)[C@H]4CC(=O)[C@H]3[C@@H]2c2ccccc2F)cc1	97	/	6	/	-4	2	0	/	-3	-3

Further records.
Compound	ABCB6 inh 2	PDI turbidity	H9c2 protect	MC4R antag cAMP	CaV13 ICDI inh	Glyco luc inh	HTR2A ag	MC4R barr agon	ABHD5 PLIN5 PPI	Granule exo inh
O=C(Cn1ccc([N+](=O)[O-])n1)NCc1ccccc1	105	0	-2	-4	-2	-1	-1	-0.5	6	-2
O=C(O)CSC1CC(=O)N(c2ccc(Br)cc2)C1=O (stereo unspecified)	107	0	1	4	-19	1	2	-0.3	1	21
O=C(Cn1c(C(=O)N2CCN(C3CCCCC3)CC2)cc2sccc21)c1ccccc1	98	8	-3	1	-8	-5	-7	-2.0	0	-2
CCc1cccc(C)c1NC(=O)CN(C)Cc1ccc(Br)cc1	101	-6	2	-4	9	-2	-2	-2.5	5	-1
CCOC(=O)C1(CC2CC2)CCN(Cc2cnc(-c3ccccc3C)nc2)CC1	96	8	-4	6	2	-2	1	7.1	-4	3
CC(=O)c1c(C)[nH]c(C(=O)NC2CCSc3ccccc32)c1C (stereo unspecified)	94	12	-8	2	-6	-4	-5	-1.4	4	-13
CC(C)(C)CC(C)(C)NCC(O)COc1c(F)cc(Br)cc1F (stereo unspecified)	96	2	-26	-7	-7	-1	-3	6.9	12	-1
O=C(CSc1nnnn1Cc1ccccc1)NC1CCCCC1	100	1	1	5	-3	1	0	-0.6	-5	-2
COc1ccc(-c2coc3c(C(=O)NCC(C)C)cccc23)c(C)c1	94	2	-8	17	-4	-4	-9	0.8	2	2
CCOC(=O)c1nn(-c2ccc([N+](=O)[O-])cc2)cc1O	89	4	-6	-1	-4	1	-3	2.4	5	-2
CC(OC(=O)c1cc(=O)[nH]c2ccccc12)C(=O)NCc1ccccc1 (stereo unspecified)	102	-1	4	-10	-6	3	-9	1.0	-16	9
COc1ccc(S(=O)(=O)c2c(O)cc(C)c(NS(=O)(=O)c3ccccc3)c2C)cc1	101	-7	5	7	-7	-2	-2	-0.4	-2	70*
CCC(Sc1nc2cc3c(cc2c(=O)n1Cc1ccco1)OCO3)C(=O)Nc1ccccc1OC (stereo unspecified)	90	-4	23	2	-6	-1	11	1.9	4	-1
CCOCCc1nnc(NC(=O)Cc2ccc(Br)cc2)s1	100	-1	-1	11	-8	2	-1	1.8	5	-2
CCCC(=O)Nc1ccc(C(=O)/C=C/c2ccc(SC)cc2)cc1	115	4	-4	-2	-7	3	-8	4.2	20	-6
CC1=C(C(=O)O)N2C(=O)C(NC(=O)c3nn(C)cc3Cl)C2SC1 (stereo unspecified)	88	2	-4	16	-1	0	-4	-0.6	-10	-2

A draw from above in order of length of the SMILES, lowest first.
Compound	ABCB6 inh 2	PDI turbidity	H9c2 protect	MC4R antag cAMP	CaV13 ICDI inh	Glyco luc inh	HTR2A ag	MC4R barr agon	ABHD5 PLIN5 PPI	Granule exo inh
O=C(Cn1ccc([N+](=O)[O-])n1)NCc1ccccc1	105	0	-2	-4	-2	-1	-1	-0.5	6	-2
CCCC(=O)Nc1ccc(C(=O)/C=C/c2ccc(SC)cc2)cc1	115	4	-4	-2	-7	3	-8	4.2	20	-6
CC(=O)c1c(C)[nH]c(C(=O)NC2CCSc3ccccc32)c1C (stereo unspecified)	94	12	-8	2	-6	-4	-5	-1.4	4	-13
